# Screening data (PubChem)
# ROMK mod: modulates human ROMK potassium channel activity; Tet-inducible ROMK, thallium flux fluorescence; actives lie on both sides; B-score at 10 µM; hit rate 2% among 130,000; AID 1918;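 active = signal ratio slope over the read window, or its plate-corrected B-score, at least 3 SD from the plate mean, either direction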;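 also: B-score of the F/F0 ratio slope over 7 to 12 s after thallium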
# Target sequence (P48048 whole entry, looked up): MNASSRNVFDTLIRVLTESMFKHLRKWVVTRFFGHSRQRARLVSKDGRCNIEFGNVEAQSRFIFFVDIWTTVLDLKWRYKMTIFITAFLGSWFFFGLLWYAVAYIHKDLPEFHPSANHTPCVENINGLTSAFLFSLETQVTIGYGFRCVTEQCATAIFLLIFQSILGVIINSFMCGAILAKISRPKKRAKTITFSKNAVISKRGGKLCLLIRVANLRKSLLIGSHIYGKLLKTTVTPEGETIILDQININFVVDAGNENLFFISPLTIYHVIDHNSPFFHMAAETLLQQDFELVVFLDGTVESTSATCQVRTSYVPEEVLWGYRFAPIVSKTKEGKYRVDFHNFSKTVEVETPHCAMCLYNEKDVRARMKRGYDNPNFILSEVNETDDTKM
# RAM inhibit: blocks the yeast RAM network | S. cerevisiae dse1pr::URA3 reporter, 5-FOA growth OD615, 2 d; analog-sensitive cbk1-as2 kinase mutant strain | inhibition, % at 50 µM | hit rate 1.8% among 190,000;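 active = inhibition above a set limit, 3 SD over mean compound inhibition, cut at about 8.4% in these data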;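 also: 0% = DMSO-only wells with no growth and 100% = 10 µM 1-NA-PP1 full growth; inhibition rescues growth on 5-FOA so higher OD means more RAM inhibition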
# DTT redox prof: compounds producing H2O2 with reducing agent – biochemical, NIH compound library profiling, artefact control for MLSCN library redox annotation, primary screen | AID 878 | DTT-dependent redox cycling H2O2, phenol red/HRP absorbance; 100% = 100 µM peroxide control, 0% = buffer | hit rate 0.03% among 200,000 | activation, % at 10 µM;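 active = activation of at least 50% relative to the plate's high and low controls in the primary single-dose screen; inactive = activation below 50%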;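 also: compound incubated with DTT at 0.8 mM final as the reducing agent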
# TR-FRET SRC-2 ct: flags TR-FRET format artefacts in PPARgamma SRC-2 recruitment agonist screen; TR-FRET artefact counter-screen; active compounds read high; TR-FRET ratio at 8 µM; hit rate 0.4% among 200,000; in the data active = TR-FRET ratio above about 2000; also: inactives centre near 1500; reference of the scale not given here
# PPARg SRC-3 ag: promotes SRC-3 coactivator recruitment by human PPARgamma. biochemical PPARgamma/SRC-3 coactivator recruitment assay. activation, % at 8 µM. hit rate 0.26% among 200,000. P37231; in the data active = activation above about 23%;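 also: 0% = DMSO and 100% = reference agonist; some compounds past the cut are filed as inactive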
# Target sequence (P37231 whole entry, looked up): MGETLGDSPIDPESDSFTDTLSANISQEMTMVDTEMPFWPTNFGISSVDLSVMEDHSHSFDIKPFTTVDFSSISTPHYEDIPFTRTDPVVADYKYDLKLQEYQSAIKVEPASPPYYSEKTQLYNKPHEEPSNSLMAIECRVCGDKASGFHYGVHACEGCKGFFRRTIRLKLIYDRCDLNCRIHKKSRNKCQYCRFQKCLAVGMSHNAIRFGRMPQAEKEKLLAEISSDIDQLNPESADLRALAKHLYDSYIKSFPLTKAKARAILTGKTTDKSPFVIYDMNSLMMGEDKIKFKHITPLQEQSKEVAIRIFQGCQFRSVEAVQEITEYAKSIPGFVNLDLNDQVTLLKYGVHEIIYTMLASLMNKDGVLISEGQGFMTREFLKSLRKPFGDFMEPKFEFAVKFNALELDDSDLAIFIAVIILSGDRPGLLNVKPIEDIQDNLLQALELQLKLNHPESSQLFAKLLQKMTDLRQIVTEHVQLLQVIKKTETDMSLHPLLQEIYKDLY
# bIAP inhibitor: intestinal alkaline phosphatase (bovine) inhibition; purified bovine IAP, CDP-star luminescence, 30 min; inhibition, % at 20 µM; 190,000 tested, under 10 active;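 active = over 50% inhibition of intestinal alkaline phosphatase at 20 µM in the single-dose screen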
#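 Incubation: 30 min reaction at room temperature / Material: purified bovine intestinal alkaline phosphatase (IAP) enzyme / Input: enzyme at 1/65,000,000 dilution / Dosing: 20 µM single dose / Signal: CDP-star luminescence signal / Reagent: CDP-star chemiluminescent phosphatase substrate, 30 µM final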
# Efa HMGR inh: blocks class II HMG-CoA reductase of Enterococcus faecalis; purified E. faecalis HMGR, NADPH absorbance 340 nm kinetic; inhibition, % at 10 µM; hit rate 0.41% among 190,000; AID 1066;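 active = inhibition above a set limit, the median over all tested compounds plus 3 SD, cut at about 9.5% in these data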;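 also: enzyme runs in reverse so mevalonate oxidation gives rising NADPH absorbance; 0% = complete reaction with DMSO and 100% = background rate lacking mevalonate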
# S1P3 antag: blocks the human S1P3 receptor; hit rate 0.27% among 170,000; AID 485; CHO S1P3 NFAT-BLA reporter, FRET fluorescence, antagonist mode; inhibition, % at 4.98 µM;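 active = inhibition above the plate cutoff, the mean inhibition of test wells on that plate plus 3 SD, cut at about 28% in these data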;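 also: cells challenged with S1P at its EC80 of 0.8 µM; blue over green emission ratio from cleaved BLA substrate after 4 h stimulation; 0% = S1P-stimulated wells and 100% = unstimulated DMSO-only wells; some compounds past the cut are filed as inactive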
# PPARg SRC1 recr: promotes SRC-1 coactivator recruitment by human PPARgamma | P37231 | PPARgamma-SRC-1 coactivator recruitment biochemical assay | activation, % at 8 µM | hit rate 0.41% among 200,000 | AID 631; in the data active = activation above about 19%;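 also: 0% = DMSO and 100% = reference agonist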
# Lmaj promast: reduces viability of Leishmania major promastigotes; hit rate 9% among 200,000; inhibition, % at 10 µM; resazurin fluorescence viability; AID 1063; in the data active = inhibition above about 50%;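 also: promastigotes grown with compound for 44 hours at 28 °C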
# PPARg SRC-2 ag: promotes SRC-2 coactivator recruitment by human PPARgamma. PPARgamma LBD-SRC-2 recruitment, biochemical. AID 1032. activation, % at 8 µM. hit rate 0.34% among 200,000; in the data active = activation above about 22%;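 also: 0% = vehicle and 100% = reference agonist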
# Starred values were filed as active, the others as inactive; . = no result given.
compound	ROMK mod	RAM inhibit	DTT redox prof	TR-FRET SRC-2 ct	PPARg SRC-3 ag	bIAP inhibitor	Efa HMGR inh	S1P3 antag	PPARg SRC1 recr	Lmaj promast	PPARg SRC-2 ag
CCN(CC)C(=O)/C(=C/c1cccc([N+](=O)[O-])c1)NC(=O)c1ccco1	-0.49	-0.1	0.0	1573	3	0	0	-10	3	0	7
Cc1ccc(NC(=O)C2CCCN2C(=O)Oc2ccccc2)cc1C (stereo not drawn)	-0.45	-0.7	0.1	1428	4	6	-2	.	-5	0	-1
O=C(O)Cn1cc2c(n1)CCCC2	.	0.9	2.7	1572	4	2	1	7	1	-6	1
COc1c(C(=O)NCCSC(C)(C)C)ccc2ccccc12	-0.38	4.3	-0.3	1663	6	2	1	-19	0	34	6
O=C(Nc1nnc(CCN2CCCCC2)s1)c1ccc(Br)cc1	-0.021	-0.6	-0.1	1712	3	4	3	9	9	0	2
Cc1ccc(-n2nnnc2-c2cnn(-c3ccc(F)cc3)c2C(F)(F)F)cc1	0.39	1.6	2.0	1358	-1	13	-2	.	-6	-4	-7
Cc1ccc(OC(=S)Nc2ccc(O)cc2)cc1	-5.1*	0.8	2.1	1467	7	4	-5	.	-5	29	7
COc1ccc(NC(=O)C2CCCN(S(=O)(=O)c3cccc4cccnc34)C2)cc1 (stereo not drawn)	.	9.0*	-0.7	1505	-19	9	-7	-42	5	-1	-12
CC(=O)NCCn1c(SCc2ccccc2F)nc2ccccc2c1=O	-2.5	-1.1	1.1	1507	-3	1	-9	-8	-1	5	-6
CC(C)c1ccccc1NC(=O)COC(=O)c1cc(=O)[nH]c(=O)[nH]1	-0.46	1.1	-0.4	1560	5	-3	-2	-12	5	-7	2
Cc1ccc2oc(=O)c3cnn(CC(=O)N(CCN(C)C)Cc4ccco4)c3c2c1	.	2.3	-0.9	1524	1	-10	3	.	5	16	7
N#CCSc1ncccc1-c1nc2ccccc2[nH]1	-0.18	0.1	-0.9	1712	15	-86	-3	.	6	4	12
COC(=O)CCC(=O)N(CCN(C(=O)CCC(=O)OC)c1ccccc1)c1ccccc1	0.8	0.8	-0.4	1495	2	7	-5	-9	-5	-1	-1
Cn1cccc1Cc1nnc(SCC(=O)Nc2ccc3c(c2)OCCO3)n1CCc1ccccc1	.	5.2	-2.9	1677	7	-12	-6	7	6	10	4
O=C1c2ccccc2C(=O)N1CSc1nnnn1-c1ccccc1	.	1.3	3.3	1569	-2	9	-6	.	0	-3	2
CCOc1cc(CNCc2ccncc2)cc(Cl)c1OC	-0.17	0.0	-0.2	1575	5	-38	1	10	2	89*	1
Cc1nc2ccc(NC(=O)COc3ccccc3[N+](=O)[O-])cc2s1	2.2	1.0	-0.4	1620	-2	-16	-1	5	4	3	6
CC12CCCCC1c1ccccc1C(=NCC(=O)O)N2 (stereo not drawn)	.	0.9	0.1	1690	9	0	-4	-76	8	22	6
Cc1ccc(C(=O)OCn2nnc3ccccc3c2=O)cc1[N+](=O)[O-]	0.97	1.3	-2.5	1665	-3	7	-4	-12	18	3	0
Cc1[nH]c(=O)[nH]c(=O)c1NC(=O)c1sc2nc3c(C)cccc3cc2c1N	0.0073	4.8	0.0	1519	2	-8	0	-2	4	-1	-4
NC(=O)CCCCC(=O)OCCCc1cccs1	-0.93	0.7	0.3	1585	1	6	-9	13	0	-5	4
COc1cc(C(=O)NCCCN(C)C)ccc1OCC(=O)Nc1cccc(C(F)(F)F)c1	-0.48	0.5	-0.6	1535	2	-12	-1	0	0	38	10
COc1cc(/C=C(\C#N)c2ccccn2)ccc1OCC(=O)Nc1c(Cl)cccc1Cl	-0.31	1.7	-0.1	1560	3	10	0	25	2	3	7
COc1ccc(NC(=O)CCn2nnc(-c3ccc(C)cc3)n2)cc1OC	.	5.4	0.1	1473	3	2	-6	.	-7	-3	-7
COCc1cnc(C)nc1N	0.047	2.0	-0.5	1421	3	1	0	-1	2	-6	3
COc1ccc(NC(=O)CN2c3cccc4cccc(c34)S2(=O)=O)cc1	.	0.8	1.5	1564	-7	7	-5	0	-3	-1	3
Cc1ccc(NC(=O)Nc2ccc(Cl)cn2)cc1	-1.1	2.1	-0.4	1370	-2	-4	-1	-1	-10	4	-10
CC(Nc1nc(-c2ccccc2)nc2ccccc12)c1ccccc1 (stereo not drawn)	0.48	-0.8	-1.4	1588	-3	2	1	-6	0	98*	-3
CCC(N=c1cc(-c2ccc(OC)cc2)oc2ccc(C)cc12)C(=O)O (stereo not drawn)	-0.00069	-0.3	-0.1	1630	-1	19	-3	3	-2	25	2
c1ccc(OCc2noc(CN3CC[C@@H]4CCCC[C@H]4C3)n2)cc1	-0.44	-0.1	-0.3	1540	5	-13	-4	-13	-7	-8	-3
COc1ccc2[nH]c(C)c(CCNc3ccc(C(F)(F)F)cc3[N+](=O)[O-])c2c1	0.16	4.2	1.1	1757	3	12	1	-9	0	0	2
ClCC1NCC(c2ccccc2Cl)c2c1[nH]c1ccccc21 (stereo not drawn)	-0.15	0.2	0.1	1626	2	0	-1	4	8	20	14
O=C(Nc1ccc(F)cc1)N1CCC(c2nc3c(nnn3Cc3cccc(Cl)c3)c(=O)[nH]2)CC1	1.5	1.0	-2.8	1531	13	-2	0	-14	1	4	0
O=C(CSc1nnnn1-c1cccc(F)c1)Nc1nc2ccccc2s1	0.78	1.5	0.4	1579	4	-10	-10	.	4	-5	11
COc1ccc(N2CCN(c3oc(-c4ccccc4OC)nc3C#N)CC2)cc1	0.68	2.1	-0.3	1508	-2	-2	1	-8	4	-3	3
O=C(NCc1ccco1)C1CCC(N2C(=O)c3ccccc3C2=O)CC1 (stereo not drawn)	.	5.3	-0.1	1422	10	8	-5	2	4	-3	12
CCOC(=O)C(=CNc1ncccc1C)C(=O)OCC	0.68	-0.3	-8.5	1584	-4	4	-6	.	3	-2	3
C=CCn1c(-c2cccc(S(=O)(=O)N(CC)CC)c2)n[nH]c1=S	0.61	0.0	-0.1	1568	4	24	4	-8	-1	-8	11
O=C(c1c(F)c(F)c(F)c(F)c1F)N1CCN(c2cccc(C(F)(F)F)c2)CC1	.	5.5	2.0	1436	-2	7	-1	15	4	-2	4
O=C1CC(=O)N(c2ccccc2)N1c1ccccc1	-0.26	1.7	-0.4	1572	6	6	-4	8	1	14	-2
N/C(=N/O)C(c1ccccc1)c1ccccc1	0.13	0.9	-0.4	1536	6	6	-1	-2	11	-4	5
COc1ccc(NC(=O)C(c2ccc(OC)cc2)N(C)C(=O)CNC(C)=O)cc1 (stereo not drawn)	.	-0.1	1.5	1455	-11	7	3	1	4	6	-14
O=S(=O)(NCc1csc(-c2ccccc2)n1)c1ccc(Cl)s1	.	0.9	0.0	1444	2	5	-1	-22	-2	-5	6
CCOC(=O)N1CCN(C(=O)CN(c2ccc(C)cc2)S(=O)(=O)c2c(C)noc2C)CC1	0.33	-0.8	-3.7	1521	0	11	1	-13	2	-7	3
Cc1nn(-c2ccc([N+](=O)[O-])cc2)c(N)c1-c1ccccc1	-0.85	0.9	0.0	1538	-1	5	-2	-7	0	-4	1
CC(=O)NS(=O)(=O)c1ccc(NS(=O)(=O)c2ccc(F)cc2)cc1	.	1.1	1.6	1557	9	9	2	-23	7	-4	7
Cc1nn(-c2ccccc2Cl)c(Cl)c1/C=N/Nc1cccc(C(=O)O)c1	.	4.1	0.3	1597	-1	-2	1	-3	5	25	9
Cc1cc(C)c2c(N)c3cccc(C)c3nc2n1	.	-1.2	0.6	1659	-3	12	-9	-20	6	100*	-11
Cc1nc2c(C(=O)NCCc3ccccc3)c[nH]n2c(=O)c1Cl	.	1.6	0.5	1611	3	2	5	.	-11	-5	2
CC(NC(=O)COC(=O)/C=C/c1ccc(Cl)cc1)c1ccccc1 (stereo not drawn)	-0.25	1.7	-0.1	1530	0	28	-4	-1	-1	-4	9
O=C(CSc1n[nH]c(-c2cc(Cl)ccc2Cl)n1)NCCN1C(=O)CSC1=O	0.19	2.2	-0.5	1551	-3	-30	-1	10	-4	-1	-3
N#CCSc1ncnc2c1cnn2CCO	0.58	1.4	-3.1	1472	2	2	-8	.	3	1	0
COc1ccc(CCNC(=O)CC2Nc3ccccc3NC2=O)cc1 (stereo not drawn)	.	1.4	1.9	1506	1	-1	-5	-7	0	5	-7
CCC1(C)Cc2c(sc3c2c(=O)n(C)c2nnc(SCCc4ccccc4)n32)CO1 (stereo not drawn)	.	5.9	0.2	1474	-4	6	-3	-15	-5	1	14
CCc1ccc(N2C(=O)c3ccc4c5c(ccc(c35)C2=O)CC4)cc1	.	4.0	-8.0	1567	-1	6	-4	.	7	-2	9
O=C(Nc1c2c(nc3ccccc13)CCCC2)c1cccc([N+](=O)[O-])c1	-0.24	1.9	-0.1	1534	0	-20	6	-38	7	19	1
CC(C)c1ccc(-c2csc(NC(=O)c3cccs3)c2C(=O)O)cc1	1.6	1.5	0.1	1705	7	9	-6	-10	-5	1	-2
CCC(CC)C(=O)Nc1cc(C(=O)OC)cc(C(=O)OC)c1	-0.54	0.8	2.5	1402	-6	3	-1	16	-4	6	0
O=c1cc(CSc2nnc(COc3ccccc3Cl)o2)nc2sccn12	.	1.5	-1.2	1677	2	-17	-2	15	8	24	4
CCOC(=O)C1=C(C)N(C)C(=O)NC1c1ccc(C)s1 (stereo not drawn)	.	0.3	3.6	1461	11	8	0	-10	2	-5	5

# (next part)
compound	ROMK mod	RAM inhibit	DTT redox prof	TR-FRET SRC-2 ct	PPARg SRC-3 ag	bIAP inhibitor	Efa HMGR inh	S1P3 antag	PPARg SRC1 recr	Lmaj promast	PPARg SRC-2 ag
CCOP(=O)(c1ccccc1)C(O)c1ccccc1 (stereo not drawn)	-0.076	0.5	0.0	1599	1	27	-5	1	-3	0	-1
Brc1cccc2sc(N3CCCC3)nc12	-0.47	-0.3	-0.2	1430	-3	19	1	-2	1	-5	-7
COc1ccc(CN2CCN(C(=O)c3cc(OC)c(OC)c(OC)c3)CC2)cc1OC	.	-0.8	1.9	1410	2	9	0	.	-4	-5	1
CC(=O)C(Sc1ncnc2sc3c(c12)CCCC3)C(C)=O	-1.3	5.0	-0.1	1686	4	-28	3	12	6	11	10
Cc1ccccc1NC(=S)NNC(=O)c1cccnc1	-0.052	2.6	-0.6	1650	5	7	-1	-11	2	-3	9
O=c1[nH][nH]c(-c2ccccc2)c1C=Nc1ccccc1	.	4.0	1.9	1493	5	-22	-3	.	0	-5	7
